# From PubChem BioAssay
# ABHD5-PLIN5 inh – ABHD5-PLIN5 protein interaction inhibition | Split G. princeps luciferase complementation, luminescence, 4 h | 360,000 tested, 0.78% active | inhibition, % at 4 µM;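 active = inhibition above the mean inhibition across every tested compound plus 3 SD, cut at about 22% in these data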;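 note: 0% = DMSO only wells and the 100% control is not disclosed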
# TLR9-MyD88 block – TLR9-MyD88 interaction inhibition | Q9NR96+Q99836 | CHO BLA complementation TLR9-MyD88, CCF4 FRET ratio | 340,000 tested, 0.21% active | AID 504734 | inhibition, % at 4.98 µM;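 active = inhibition above the mean over all tested compounds plus 3 SD, cut at about 21% in these data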;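 note: 0% = DMSO only wells and 100% = clavulanate BLA inhibitor control wells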
# MC4R ag barr – agonists of human melanocortin 4 receptor (MC4R) beta-arrestin; U2OS MC4R beta-arrestin complementation, luminescence; percent of melanotan II response, DMSO zero; activation, % at 8.9 µM; P32245; 360,000 tested, 0.98% active;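 active = activation above a per-plate cutoff, the mean activation of sample wells on that plate plus 3 SD, cut at about 8% in these data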
# H9c2 protect – protects H9c2 cardiomyocytes from peroxide injury. H2O2 injury protection, ATPLite, 2 h. protection from H2O2 cell death, % at 20 µM. 360,000 tested, 0.63% active. AID 588492;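 active = compounds giving at least 50% protection of heart cells from peroxide-induced death in the single-dose screen, raw or plate-pattern-corrected value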;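 note: 0% = DMSO wells with peroxide and 100% = DMSO wells without peroxide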
# SRC2 inh – inhibits human steroid receptor coactivator 2 | Q15596 | HEK293 GAL4-SRC2 luciferase reporter, luminescence | inhibition, % at 9 µM | 370,000 tested, 0.17% active | AID 651957;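 active = inhibition above the mean inhibition of all tested compounds plus 3 SD, set per campaign, cut at about 52% in these data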;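 note: 0% = DMSO treated cells and 100% = cells given Gossypol at 36 µM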
# HTR2A ag – mouse HTR2A agonism via beta-arrestin recruitment | 360,000 tested, 0.66% active | CHO-K1 mHTR2A beta-arrestin complementation, luminescence; percent of 30 µM serotonin response | activation, % at 7.6 µM | P35363 | AID 624169;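 active = activation above a run cutoff, the mean activation of all tested compounds plus 3 SD, cut at about 14% in these data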;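 note: 0% = plate median of compound wells and 100% = 30 µM serotonin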
# Glyco luc inh – blocks N-linked glycosylation in D54 reporter cells; D54 ERlucT glycosylation luciferase reporter, 24 h; percent of 100 nM tunicamycin response; reporter increase, % at 12.5 µM; 360,000 tested, 0.23% active;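 active = mean luciferase reporter signal, scaled so untreated is 0 and the glycosylation-blocking control 100, at or above a set limit in every replicate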;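 note: luciferase carries N-glycosylation sites so blocking glycosylation raises the light; 0% = median of neutral control wells and 100% = median of 100 nM tunicamycin wells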
# MC4R antag cAMP – blocks human MC4R cAMP signaling; MC4R-expressing cells, MTII-stimulated cAMP, LANCE TR-FRET; inhibition, % at 6.5 µM; 360,000 tested, 0.48% active;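 active = inhibition above its plate's cutoff, the mean of tested wells on that plate plus 3 SD, cut at about 29% in these data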;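 note: 0% = Melanotan II alone and 100% = Melanotan II plus saturating MCL0020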
#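 System: U2OS-MC4R stable cell line; Technique: Eu-cAMP/anti-cAMP TR-FRET, emission 671 nm; Repeats: single well per compound; Also added: Melanotan II; Dosing: one concentration, 6.5 µM nominal; Schedule: 30-min compound, 1-h challenge, 1-h detection, room temperature.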
# ABCB6 inh MLPCN – blocks the human ABCB6 transporter. 360,000 tested, 0.19% active. fluorescence ratio to DMSO, % at 10 µM. Q9NP58. K562-ABCB6 porphyrin accumulation, flow cytometry, 1 h; stronger effect = lower value;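 active = fluorescence ratio to DMSO below 75%, the collection mean minus 3 SD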;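 note: signal is porphyrin accumulated inside mitochondria; 100% equals median channel fluorescence of DMSO control wells; lower ratio means ABCB6 inhibition with less porphyrin fluorescence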
# NOD2 RIPK2 PPI – inhibitors of human NOD2-RIPK2 interaction. O43353. CHO BLA complementation NOD2-RIPK2, CCF4 ratio. inhibition, % at 4.98 µM. 360,000 tested, 0.38% active; in the data active = inhibition above about 21%;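 note: 0% = vehicle only and 100% = reference blocker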
# Target sequence (O43353 whole entry, looked up): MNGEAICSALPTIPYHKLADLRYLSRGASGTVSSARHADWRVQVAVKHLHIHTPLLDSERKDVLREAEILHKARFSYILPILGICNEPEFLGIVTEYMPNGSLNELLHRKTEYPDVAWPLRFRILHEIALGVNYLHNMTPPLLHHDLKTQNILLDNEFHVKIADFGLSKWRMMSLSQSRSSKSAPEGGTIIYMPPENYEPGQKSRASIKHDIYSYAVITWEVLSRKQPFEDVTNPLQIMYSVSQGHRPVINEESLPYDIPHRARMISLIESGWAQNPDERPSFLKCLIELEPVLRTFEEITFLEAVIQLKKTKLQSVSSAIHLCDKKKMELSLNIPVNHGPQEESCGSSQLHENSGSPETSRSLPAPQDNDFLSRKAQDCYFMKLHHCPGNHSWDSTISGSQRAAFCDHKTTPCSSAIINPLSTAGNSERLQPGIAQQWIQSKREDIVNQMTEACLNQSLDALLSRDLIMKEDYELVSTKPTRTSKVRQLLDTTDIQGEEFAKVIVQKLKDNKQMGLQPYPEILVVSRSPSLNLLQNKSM
# An asterisk follows results filed as active; / = no result given.
SMILES	ABHD5-PLIN5 inh	TLR9-MyD88 block	MC4R ag barr	H9c2 protect	SRC2 inh	HTR2A ag	Glyco luc inh	MC4R antag cAMP	ABCB6 inh MLPCN	NOD2 RIPK2 PPI
CC(=O)c1ccc(Oc2cnccn2)cc1	-5	-16	-0.7	-4	10	16*	0	1	103	-6
N#Cc1cnn(-c2nc(SCc3ccccc3)nc3sc4c(c23)CCCC4)c1N	-7	9	-1.1	-4	9	1	-3	-1	102	5
COc1ccc(CNC(=O)COC(=O)c2cccnc2Nc2cccc(C(F)(F)F)c2)cc1	-1	6	-1.1	-9	7	1	-1	-2	93	-10
Cc1ccc(NC(=S)N(CCCN2CCOCC2)Cc2ccco2)cc1	-1	-1	-1.4	-3	-33	-4	2	0	95	5
O=C(Nc1cccc(Cl)c1)c1ccc(NCC2CCCO2)c([N+](=O)[O-])c1 (configuration not stated)	3	-6	2.1	-6	20	-5	1	1	97	6
COc1ccc(CCN2C(=O)NC(NS(=O)(=O)c3ccc(N)cc3)(C(F)(F)F)C2=O)cc1OC (configuration not stated)	0	7	-1.3	0	-5	-2	2	5	97	-8
COc1ccccc1N(C)S(=O)(=O)c1ccc(Cl)c(C(=O)N2CCC2)c1	4	-8	-1.6	0	4	-4	0	4	96	-9
COc1ccc(NC(=S)NCc2ccc3c(c2)OCO3)cc1	-2	5	-1.4	-3	-9	3	1	4	95	1
CCCCSc1nnc(CCCCCNC(=O)OC(C)(C)C)o1	-8	1	1.0	-3	2	-2	-2	2	80	-7
Cc1[nH]c2ccccc2c1C(=O)CN1C(=O)NC(C)(c2ccc(Cl)cc2Cl)C1=O (configuration not stated)	12	3	1.8	21	10	1	-2	-15	106	3
Cc1cc(/C=N/NC(N)=S)c(C)n1-c1cccc(Cl)c1	-7	6	-3.9	-19	15	-2	-8	-2	100	-15
CN(C)CCN1CCN(c2cc(-c3cccc(Cl)c3)nc3ccnn23)CC1	-1	/	-1.1	20	1	-3	-1	3	101	-21

# Some of the entries so far, with values under each structure.
# Screens in order: ABHD5-PLIN5 inh, TLR9-MyD88 block, MC4R ag barr, H9c2 protect, SRC2 inh, HTR2A ag, Glyco luc inh, MC4R antag cAMP, ABCB6 inh MLPCN, NOD2 RIPK2 PPI
> N#Cc1cnn(-c2nc(SCc3ccccc3)nc3sc4c(c23)CCCC4)c1N
  -7, 9, -1.1, -4, 9, 1, -3, -1, 102, 5
> COc1ccc(CNC(=O)COC(=O)c2cccnc2Nc2cccc(C(F)(F)F)c2)cc1
  -1, 6, -1.1, -9, 7, 1, -1, -2, 93, -10
> Cc1ccc(NC(=S)N(CCCN2CCOCC2)Cc2ccco2)cc1
  -1, -1, -1.4, -3, -33, -4, 2, 0, 95, 5
> O=C(Nc1cccc(Cl)c1)c1ccc(NCC2CCCO2)c([N+](=O)[O-])c1 (configuration not stated)
  3, -6, 2.1, -6, 20, -5, 1, 1, 97, 6
> COc1ccc(CCN2C(=O)NC(NS(=O)(=O)c3ccc(N)cc3)(C(F)(F)F)C2=O)cc1OC (configuration not stated)
  0, 7, -1.3, 0, -5, -2, 2, 5, 97, -8
> COc1ccccc1N(C)S(=O)(=O)c1ccc(Cl)c(C(=O)N2CCC2)c1
  4, -8, -1.6, 0, 4, -4, 0, 4, 96, -9
> COc1ccc(NC(=S)NCc2ccc3c(c2)OCO3)cc1
  -2, 5, -1.4, -3, -9, 3, 1, 4, 95, 1
> CCCCSc1nnc(CCCCCNC(=O)OC(C)(C)C)o1
  -8, 1, 1.0, -3, 2, -2, -2, 2, 80, -7
> Cc1[nH]c2ccccc2c1C(=O)CN1C(=O)NC(C)(c2ccc(Cl)cc2Cl)C1=O (configuration not stated)
  12, 3, 1.8, 21, 10, 1, -2, -15, 106, 3
> Cc1cc(/C=N/NC(N)=S)c(C)n1-c1cccc(Cl)c1
  -7, 6, -3.9, -19, 15, -2, -8, -2, 100, -15
> CN(C)CCN1CCN(c2cc(-c3cccc(Cl)c3)nc3ccnn23)CC1
  -1, /, -1.1, 20, 1, -3, -1, 3, 101, -21

# Other entries.
SMILES	ABHD5-PLIN5 inh	TLR9-MyD88 block	MC4R ag barr	H9c2 protect	SRC2 inh	HTR2A ag	Glyco luc inh	MC4R antag cAMP	ABCB6 inh MLPCN	NOD2 RIPK2 PPI
CC(=O)Nc1c(Cl)c2c(c(Cl)c1Br)-c1ccc(Cl)cc1C2	-1	-5	0.9	-8	6	-6	-3	3	98	-6
c1ccc(CN2CCC3(CCCc4ccccc43)CC2)cc1	8	-11	1.2	1	4	-8	1	5	100	-9
COc1ccccc1CC(=O)Nc1sc2c(c1C(N)=O)CCCC2	-17	-5	0.4	0	4	5	2	-1	95	1
COc1ccc(OC)c(NC(=O)CSc2nnc(-c3ccco3)n2-c2ccccc2)c1	15	5	-0.2	4	-14	-4	-2	15	95	2
O=C(Cn1nnc2ccccc2c1=O)N1CCCc2ccccc21	-5	2	-0.8	5	-21	0	0	-5	93	4
O=C(c1cccc(Oc2ccc([N+](=O)[O-])cc2Cl)c1)N1CCCCC1	-4	6	2.7	-4	-22	-3	1	5	103	-7
O=C(NC(=S)Nc1ccc(O)cc1)c1cncc(Br)c1	-7	-2	-2.5	2	4	4	0	0	101	6
CCOc1ccc(CN2CCNC(=O)C2CC(=O)NC2CCCCCC2)cc1 (configuration not stated)	2	-2	-2.8	-4	-41	3	2	-5	103	7
O=C(NCC1CCCCC1)C1(CC2CC(c3ccc(Cl)cc3)=NO2)CCNCC1 (configuration not stated)	11	-4	1.4	-9	-23	-4	-2	3	94	5
COc1ccc(S(=O)(=O)N2CCOCC2)cc1NC(=O)CSc1nnc(NC2CC2)s1	-4	4	-2.7	1	-5	-8	-1	11	97	7

# These rows are one share of the data (hit frequency here may not be typical).
